PI5P4K alpha inh: blocks human PI5P4K alpha kinase activity; PI5P4Kalpha enzyme, ADP-Glo luminescence, 60 min; stronger effect = lower value; AID 652105; max response, %; P48426; 330,000 tested, 1.2% active; active means max response of -50% or lower; inconclusive means between -30% and -50%; inactive means -30% or higher; further: value at the top dose of about 77 µM; on the % scale 0 is the no-effect control and ±100 the full control effect
Target sequence (P48426 whole entry, looked up): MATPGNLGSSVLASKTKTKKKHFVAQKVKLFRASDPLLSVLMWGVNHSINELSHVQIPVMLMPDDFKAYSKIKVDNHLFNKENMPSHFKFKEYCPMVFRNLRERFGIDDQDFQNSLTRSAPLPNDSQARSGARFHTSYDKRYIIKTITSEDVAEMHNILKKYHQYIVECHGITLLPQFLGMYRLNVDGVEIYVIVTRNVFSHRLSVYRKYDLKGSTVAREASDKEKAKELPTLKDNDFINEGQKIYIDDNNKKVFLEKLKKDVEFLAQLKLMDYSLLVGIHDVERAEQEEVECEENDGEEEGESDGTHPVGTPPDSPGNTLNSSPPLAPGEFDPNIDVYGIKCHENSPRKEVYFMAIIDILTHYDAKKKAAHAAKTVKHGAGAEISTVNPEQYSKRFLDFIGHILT
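Luminescence from ADP-Glo served as readout of PI5P4Kalpha activity in a qHTS format. Reaction: enzyme, substrate, compound, ATP at 5 microM final, 60 min at RT.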
EPAC1 agonist: agonists of human EPAC1. O95398. EPAC1 agonist qHTS, biochemical assay; response scale: 100% = response to 6.5 mM cAMP. Potency, µM (top dose mostly 154 µM), inactives show at the top dose activation, actives largely listed as activators. 360,000 tested, 0.073% active. AID 720707; further: potency means the concentration at half of the fitted maximal effect; nearly all actives have a fitted effect of over 60% in size
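Fluorescent GDP-exchange assay: 100 nM EPAC1 with 250 nM Rap1B preloaded with BODIPY-GDP and 50 uM GDP; compounds tested as concentration series, 5 min at room temperature, then read every 5 min for 30 min (ex 480/em 540 nm); normalized to 6.5 mM cAMP.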
EPAC1 antagonist: EPAC1 (human) antagonism; O95398; EPAC1 GEF assay, Rap1b-BODIPY-GDP exchange fluorescence; Potency, µM (highest dose often 115 µM), for the others: at the top dose activity change, negative = inhibition, hits mostly inhibitors; 360,000 tested, 0.14% active; AID 720709;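 further: potency means the concentration at half of the fitted maximal effect; plate controls were vehicle for no effect and positive control for full effect; nearly all actives have a fitted effect of over 50% in size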
Abeta rescue: A-beta toxicity reversal in yeast. yeast expressing A-beta42, growth rescue, OD600, 48 h; response scale: 0% DMSO, 100% iron-clioquinol control. Potency, µM (titrated, usually from 46.1 µM), for the others: at the top dose growth rescue, usual class: activators. 410,000 tested, 0.063% active. AID 1347071; further: potency means the concentration at half of the fitted maximal effect; nearly all actives have a fitted effect of over 55% in size
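Yeast A-beta toxicity model in growth medium with pinned compounds, 48 h at 30 C; growth read as absorbance at 600 nm. Normalized to FeCl3/clioquinol equimolar mix (positive) and DMSO (negative).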
PLK1 PBD block: blocks phosphopeptide binding to human PLK1 polo-box domain | Potency, µM, inactives show max response, negative = inhibition, actives largely listed as inhibitors | Plk1 PBD binding of FITC phosphopeptide, fluorescence polarization | 360,000 tested, 2.8% active; further: potency means the concentration at half of the fitted maximal effect; series mostly up to about 57 µM; on the % scale 0 is the no-effect control and ±100 the full control effect; nearly all actives have a fitted effect of over 65% in size
Target sequence (P53350 whole entry, looked up, the tested form may be a part): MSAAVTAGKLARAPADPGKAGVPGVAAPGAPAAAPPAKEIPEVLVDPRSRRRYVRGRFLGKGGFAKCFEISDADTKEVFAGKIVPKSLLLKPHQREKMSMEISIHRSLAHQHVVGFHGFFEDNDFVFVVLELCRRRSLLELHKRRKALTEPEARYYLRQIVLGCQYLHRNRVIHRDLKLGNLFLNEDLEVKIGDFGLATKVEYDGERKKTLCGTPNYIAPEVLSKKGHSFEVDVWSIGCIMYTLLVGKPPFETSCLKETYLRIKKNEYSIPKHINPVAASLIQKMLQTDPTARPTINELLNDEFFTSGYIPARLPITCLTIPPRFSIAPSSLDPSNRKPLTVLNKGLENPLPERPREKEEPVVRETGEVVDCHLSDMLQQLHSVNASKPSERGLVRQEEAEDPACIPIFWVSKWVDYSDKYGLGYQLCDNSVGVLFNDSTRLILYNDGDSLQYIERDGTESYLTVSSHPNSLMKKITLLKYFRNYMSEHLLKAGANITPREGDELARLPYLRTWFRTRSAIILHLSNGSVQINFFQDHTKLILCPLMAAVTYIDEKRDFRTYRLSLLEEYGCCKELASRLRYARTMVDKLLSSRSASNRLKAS
FUS suppressor: FUS proteinopathy suppression in yeast | S. cerevisiae FUS-expressing, growth rescue, OD600, 24 h | Potency, µM (doses to about 76.6 µM), for the others: top-dose growth rescue (activation), hits mostly activators | 390,000 tested, 0.24% active;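 further: potency means the concentration at half of the fitted maximal effect; plate controls were DMSO vehicle for no effect and reference control for full effect; nearly all actives have a fitted effect of over 55% in size; some results filed as inactive show a strong effect at the top dose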
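Yeast expressing FUS under galactose induction, OD 0.005 in 2% galactose medium; compounds in a dilution series, 24 h at 30C. Growth rescue by absorbance at 600 nm; CP55940 positive control, DMSO negative.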
WRN helicase inh: WRN helicase (human) inhibition; 360,000 tested, 0.46% active; WRN helicase unwinding, fluorescent forked duplex, kinetic; AID 651768; Potency, µM (doses to about 114 µM), inactives show top-dose activity change, negative = inhibition, usual class: inhibitors; further: potency means the concentration at half of the fitted maximal effect; on the % scale 0 is the no-effect control and ±100 the full control effect; nearly all actives have a fitted effect of over 55% in size
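Kinetic red-fluorescence monitoring (525/598 nm) tracks WRN helicase activity after 100 nM fluorophore-quencher forked duplex and 2 mM ATP are added to 20 nM enzyme pretreated 15 min at room temperature with compound.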
IL-2 act: IL-2 activation. activation, % (series mostly up to about 46 µM). 360,000 tested, 0.065% active. IL-2 activation reporter assay, cell-based qHTS; stimulated with anti-CD3/CD4/CD28 beads; in transgenic mouse T cells. AID 652025; in the data active means activation above about 50%; inconclusive means mostly about 30% to 49%; further: 0% is about no effect
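Unstimulated transgenic mouse T cells preincubated 60 min with compound, then stimulated with anti-CD3/anti-CD4-coated beads plus anti-CD28 for 18 h at 37 degrees C. IL-2 response read as EGFP and DsRed fluorescence by plate cytometry.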
aSyn rescue: rescues yeast growth from alpha-synuclein toxicity; Yeast expressing alpha-synuclein, growth rescue, BacTiter-Glo, 24 h; Potency, µM (titrated, usually from 46.1 µM), for inactives: top-dose growth rescue (activation), usual class: activators; 370,000 tested, 0.14% active; AID 652106; further: potency means the concentration at half of the fitted maximal effect; % of control where 0% means no effect; nearly all actives have a fitted effect of over 65% in size
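Galactose-induced alpha-syn yeast (OD600=0.02, raffinose-pregrown) + pinned cpd, 24 hr, 30 deg C; growth by BacTiter-Glo luminescence. Growth restoration scores as activation.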
Numbers without * were called inactive; ? = inconclusive; / = no result given; & = joins results of further samples; [ ] = remark or other dose. Unless noted, the call rests on the fitted dose curve; in most records, active means well fitted curve in the direction sought with a large enough effect; inconclusive means small, poorly fitted or top-dose-only effect, or another doubt; inactive means no such curve, though single readings can be large; an effect the other way counts as inactive or inconclusive. Random draw from the library. Share with any hit: about 4.1%.

SMILES	PI5P4K alpha inh	EPAC1 agonist	EPAC1 antagonist	Abeta rescue	PLK1 PBD block	FUS suppressor	WRN helicase inh	IL-2 act	aSyn rescue
COc1cc(OC)c(C2C(C(=O)Nc3ccccc3)=C(C)Nc3ncnn32)cc1OC (stereo not given)	-1	-6%	-2%	-3%&-1%	-9%	8%&1%	-15%	-0.9	-19%
COC(=O)c1ccccc1NC(=O)NCc1ccccn1	-2	-2%	2%	-5%	-3%	-11%	5%	-0.9	-5%
Cc1ccc2nc(SCC(=O)N3CCN(C(=O)c4ccco4)CC3)[nH]c2c1	-10	-10%	-2%	0%	-14%	/	6%	-3.6	1%
COc1ccc(N/C=C/C(=O)c2ccc(OC)c(OC)c2)cc1	-18	1%	-21%	-52%[inhibitor]	5%	10%	-3%	2.5	?
CC(C)c1ccc(N(CC(=O)NCCSCc2ccco2)S(C)(=O)=O)cc1	-8	-3%	8%	5%	-21%	19%	-1%	-0.4	0%
Cc1cccc(CCN2C(Nc3ccccc3)=NC[C@@H]2C)c1	-12	8%	5%	-4%	-5%	-20%	-7%	0.4	5%
CCOC(=O)c1ccc(NC(=O)CN2C(=O)C(=O)N(CC(C)C)C2=O)cc1	/	-8%	-6%	11%	-5%	22%	9%	-2.0	5%
Cc1sc2nc(CSCC(=O)NC(C)(C)C)[nH]c(=O)c2c1C	-1	-7%	5%	-2%	-1%	-17%	-2%	-2.4	-4%
CCC(C)C(NC(=O)C1CCC(C)CC1)C(=O)NCCc1ccc(S(N)(=O)=O)cc1 (stereo not given)	6	-24%	-11%	-16%	-3%	-16%	-12%	1.9	-6%
CCCCOC(=O)Nc1ccccc1C(N)=O	/	1%	-1%	-4%	-7%	2%	8%	-1.2	-2%
O=C(NC(=S)Nc1ccc(NC(=O)c2cccs2)cc1)c1ccc([N+](=O)[O-])cc1	-16	-6%	-6%	-12%	-4%	/	11%	-2.8	1%
COc1ccc(NC(=O)c2cc(-c3ccc4c(c3)OCO4)on2)cc1OC	4	3%	-20%	-12%	-6%	11%	6%	-0.1	-9%
NNC(=O)c1cc(-c2ccc(O)cc2)nc2ccc(Br)cc12	4	-6%	5%	-1%	1%	-5%	-7%	0.1	1%
C/C(=N\O)C(=O)NCCN(C)C	2	8%	20%	1%	1%	-13%	-30%[57.1 µM]	0.7	-6%
Cc1[nH]c2c(C(=O)N3CCCC(CCC(=O)NCc4ccccc4F)C3)cccc2c1C (stereo not given)	-2	2%	-6%	0%	-12%	39%	-2%	0.8	19%
CCc1nnc(NS(=O)(=O)c2ccc(NC(=O)c3ccc(C#N)cc3)cc2)s1	-16	0%	6%	-5%	0%	20%	3%	-2.4	2%
COc1ccc(/C=C/C(=O)N2CCNC(=O)C2)c(OC)c1	-3	-2%	-25%	6%	-10%	-16%	3%	-0.3	-3%
N#Cc1c(F)cccc1N1CCC(C#N)CC1	-4	3%	-14%	10%	-9%	3%	3%	-2.1	-5%
Cc1cc(Sc2nc(N)ncc2[N+](=O)[O-])ncn1	-6	-1%	-4%	-40%[inhibitor]	?	4%	-18%[57.1 µM]	-4.6	3%
CCOc1cc(NC(=O)C2CC2)c(OCC)cc1NC(=O)CCn1nnc2ccccc21	17	-1%	-11%	18%	2%	/	2%	0.8	1%
Cc1cc(Br)ccc1OCc1nnc(-c2ccccc2)o1	6	-3%	-17%	-9%	-5%	10%	-8%	2.5	-1%
C/C=C/c1ccc(OCCCCNCc2ccco2)c(OC)c1	3	8%	3%	4%	-5%	25%	-4%	-0.9	3%
O=C(NC1CCCC1)c1cc(-c2ccccc2)nc2ccccc12	-5	7%	0%	-4%	-3%	1%	-17%	-0.1	-3%
Cc1ccc(CS/C(Nc2ccccc2C)=C(\C#N)C(N)=O)c(C)c1	1	11%	-11%	-7%	-6%	31%	-3%	-4.4	-1%
O=C(NC1CCCCC1)C1CCN(S(=O)(=O)c2cccc3cccnc23)CC1	9	-12%	-3%	-11%	-6%	-19%	0%	-3.0	-4%
CCOc1ccc(CC2S/C(=N/c3ccccn3)NC2=O)cc1 (stereo not given)	/	1%	-2%	6%	-5%	-3%	-9%	-0.3	-1%
CCN1CCN(C(=S)Nc2ccc([N+](=O)[O-])cc2)CC1	-3	-10%	7%	-13%	-14%	34%	2%[57.1 µM]	-3.3	-8%
c1ccc(C2(Cn3ccc4ccccc43)OCCO2)cc1	/	8%	-26%	-2%	-5%	12%	8%	-0.6	5%
Cc1sc2nc(CN3CCCC3)nc(N3CCN(S(=O)(=O)c4cccs4)CC3)c2c1C	-3	1%	4%	3%	-9%	?	-9%	-0.9	-1%
COC(=O)C1=CN(c2ccc(OC)cc2)C=C(C(=O)OC)C1c1cc(OC)c(OC)cc1OC	-4	-18%	-11%	-1%	-14%	-1%	-24%	0.9	4%
COc1ccccc1-n1ccnc(SCC(=O)NCc2ccccc2)c1=O	3	-11%	-10%	-14%	?	12%	?	-0.3	1%
COc1ccc(/C=C/c2c([N+](=O)[O-])c(=O)n(C)c(=O)n2C)cc1	7	-5%	6%	-17%	-8%	9%	3%	0.2	-2%
Cc1ccc(C)c(N2CCN(C(=O)c3cccn4c(=O)c5sccc5nc34)CC2)c1	-5	7%	-12%	-7%	-6%	8%	-3%	0.0	1%
COc1ccccc1CNS(=O)(=O)c1cc2c3c(c1)C(C)C(=O)N3CCC2 (stereo not given)	-2	-8%	-2%	-1%	4%	14%	4%	-2.8	6%
CC(C)CCN1CC(C(=O)NCCC2=CCCCC2)CC1=O (stereo not given)	/	7%	-1%	11%	-7%	3%	-3%	0.1	1%
CCc1ccc(-c2ccc(SCC(=O)Nc3nnc(C)s3)nn2)cc1	1	-8%	-12%	6%	-20%	21%	?	-0.4	-1%
CCCCOc1ccc(C2=NNC(=O)CC2)cc1	1	-15%	?	-17%	-15%	/	-22%	0.1	2%
CC(N=C1NS(=O)(=O)c2ccccc21)C(=O)Nc1ccc(F)cc1Cl (stereo not given)	-1	0%	-23%	-13%	0%	-22%	-1%	-0.1	18%
COc1ccccc1N1CCN(C(=O)C2CCN(C(=O)c3cccc(Cl)c3)CC2)CC1	9	7%	-19%	16%	-2%	14%	-3%	0.1	14%
COc1ccc(/C=C(\C#N)c2nc3ccc(C)cc3[nH]2)cc1Oc1ccc(C(F)(F)F)cc1[N+](=O)[O-]	-10	2%	-8%	-6%	-7%	0%	0%	-0.6	-3%
O=c1[nH]c2cc(Br)cnc2nc1/C=C(\O)c1ccc(F)cc1	/	-1%	-4%	-1%	6%	12%	-28%	-0.8	-1%
Cc1ccc(C)c(NC(=O)CN(C)C(=O)c2sccc2C)c1	-2	4%	-7%	0%	-15%	16%	4%	-3.1	-3%
COc1ccc(N=C2SCC(=O)N2C)cc1	0	9%	5%	-5%	-22%	-23%	2%	5.4	2%
COc1ccc(C2=NN(CN3C(=O)C(=O)c4ccccc43)C(c3ccc(C)cc3)C2)cc1 (stereo not given)	-2	5%	0%	-2%	-11%	32%	3%	-2.3	-16%
Cc1cc2c(c(SCC(=O)Nc3ccc(C)c(C)c3)n1)C(=O)OC2	1	1%	11%	1%	3%	-11%	8%	-4.6	6%
CC1(C(=O)NS(=O)(=O)c2ccc(Br)cc2)CCN1C(=O)CCC1CCCC1 (stereo not given)	-2	-2%	?	2%	-18%	2%	-3%	0.1	-1%
COc1cccc(-c2cnc3c(NC=O)cc(-c4cc(C)c(O)c(C)c4)cn23)c1	?	-5%	-3%	-20%	-20%	?	-4%	-0.1	9%
CCOc1cc(C)c(S(=O)(=O)NC2CC(C)(C)NC(C)(C)C2)cc1C	1	-3%	34%[activator]	-6%	-5%	18%	13%	0.0	-18%
O=S(=O)(c1cccs1)N1CCC2(CC1)OCCO2	-1	12%	1%	6%	3%	23%	2%	0.2	3%
O=C1CC(c2ccsc2)c2ccc3ccccc3c2N1 (stereo not given)	5	7%	6%	-38%[inhibitor]	-4%	-8%	-1%	-0.1	7%
COc1cc(NC(=O)c2ccc3c(c2)OCO3)ccc1NC(=O)c1cccs1	5	0%	-20%	-8%	2%	-7%	-13%	-0.1	-1%
COc1ccc(N2CCN(C(c3ccc4ncccc4c3)c3nnnn3C(C)C)CC2)cc1 (stereo not given)	1	11%	15%	2%	-10%	15%	6%	0.6	12%
CC(C)NC(=O)Nc1cccc2c1O[C@H](CN(C)C(=O)NC(C)C)[C@@H](C)CN([C@H](C)CO)C2=O	1	-12%	17%	-15%	-11%	-15%	-3%	0.1	17%
COc1ccccc1/C=C/CN1CCN(Cc2ccc(F)cc2)C(CCO)C1 (stereo not given)	-5	-8%	5%	0%	-1%	13%	0%	-2.6	-3%
COc1ccc(OC)c(NC(=O)C2(C)CCN2C(=O)CC2CC2)c1 (stereo not given)	-1	2%	0%	1%	1%	-21%	1%	-0.5	4%
Cc1ccc(O)c(NC(=O)C2CCCN2C(=O)OCc2ccccc2)c1 (stereo not given)	-2	17%	0%	2%	1%	4%	-8%	-3.8	1%
O=C(CNC(=S)N(Cc1ccccc1)Cc1cccs1)NCc1ccc(F)cc1	9	16%	?	5%	-12%	?	-12%	-1.9	15%
COc1ccc(Cc2c(C3CCCCC3)nc3ccc(Br)cn23)c(C)c1	-11	-4%	12%	-11%	-21%	-6%	2%	-0.2	-3%
O=C(N/N=C/C=N/NC(=O)c1ccco1)c1ccco1	2	4%	-2%	1%	-12%	-1%	3%	-1.8	0%

Already shown: an excerpt of the list.
SMILES	PI5P4K alpha inh	EPAC1 agonist	EPAC1 antagonist	Abeta rescue	PLK1 PBD block	FUS suppressor	WRN helicase inh	IL-2 act	aSyn rescue
COc1cc(OC)c(C2C(C(=O)Nc3ccccc3)=C(C)Nc3ncnn32)cc1OC (stereo not given)	-1	-6%	-2%	-3%&-1%	-9%	8%&1%	-15%	-0.9	-19%
COC(=O)c1ccccc1NC(=O)NCc1ccccn1	-2	-2%	2%	-5%	-3%	-11%	5%	-0.9	-5%
